Bioassay records deposited in PubChem by several laboratories.
Fibroblast inh = antiproliferative effect on LL 47 fibroblasts – human, LL 47 cells, CellTiter-Glo luminescence, primary screen. LL 47 human lung fibroblast viability, ATP luminescence; active compounds read low. viability, % at 10 µM. 1.1% of 85,000 active;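 active means viability at or below 50% in the single dose screen; inactive means viability above 50%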;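 further: compound exposure lasted 72 h before the ATP readout; 100% = median luminescence of untreated cell-only wells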
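Assay system: human lung fibroblast line LL 47, low passage. Input: 1,150 fibroblasts seeded per well. Times: overnight cell rest, 72 h compound treatment at 37 °C. Evaluation: % viability of median cell-only signal. Technique: luminescent ATP detection, CellTiter-Glo. Control set: cell-only wells, no compound.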
S1P2 agonist = S1P2 receptor agonists, primary screen, cell-based; AID 729, 2007; S1P2-expressing cell line, agonist reporter read-out; 0.46% of 97,000 active; Sphingosine 1-phosphate receptor 2 (Homo sapiens), O95136; activation, % at 4.5 µM; in the data active means activation above about 16%;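 further: 0% = vehicle low control and 100% = maximal reference agonist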
Target sequence (O95136 whole entry, looked up): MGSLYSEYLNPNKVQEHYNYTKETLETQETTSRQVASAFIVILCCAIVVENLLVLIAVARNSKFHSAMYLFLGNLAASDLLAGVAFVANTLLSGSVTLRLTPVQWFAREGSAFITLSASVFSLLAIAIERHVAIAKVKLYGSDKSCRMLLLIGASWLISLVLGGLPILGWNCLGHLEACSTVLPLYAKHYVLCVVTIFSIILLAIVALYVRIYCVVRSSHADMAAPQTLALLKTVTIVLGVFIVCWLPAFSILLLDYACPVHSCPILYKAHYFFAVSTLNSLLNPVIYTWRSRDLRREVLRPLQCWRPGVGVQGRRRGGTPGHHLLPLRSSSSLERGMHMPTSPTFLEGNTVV
S1P2 antag = human S1P2 receptor antagonists, primary screen, cell-based. inhibition, % at 5 µM. 0.21% of 97,000 active. AID 736, 2007. Sphingosine 1-phosphate receptor 2 (Homo sapiens), O95136. cell-based S1P2 antagonist assay, inhibition at 5 uM; in the data active means inhibition above about 45%;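 further: CRE beta-lactamase reporter cells expressing human S1P2 stimulated with S1P; 0% = agonist at EC80 alone and 100% = agonist plus reference antagonist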
PostGolgi ctrl = growth inhibition of yeast control strain, primary screen, counter-screen for post-Golgi transport modulator project. efflux-deficient yeast background strain, growth absorbance A615, 16 h. inhibition, % at 10 µM. 5% of 98,000 active; in the data active means inhibition above about 30%
sEH act = soluble epoxide hydrolase activators, primary screen, biochemical, human sEH; purified human sEH enzymatic activity, activator screen; 0.04% of 91,000 active; Bifunctional epoxide hydrolase 2 (Homo sapiens), P34913; activation, % at 2 µM; in the data active means activation above about 37%; further: values of inactives mirror those of a sister screen read the other way
Target sequence (P34913 whole entry, looked up): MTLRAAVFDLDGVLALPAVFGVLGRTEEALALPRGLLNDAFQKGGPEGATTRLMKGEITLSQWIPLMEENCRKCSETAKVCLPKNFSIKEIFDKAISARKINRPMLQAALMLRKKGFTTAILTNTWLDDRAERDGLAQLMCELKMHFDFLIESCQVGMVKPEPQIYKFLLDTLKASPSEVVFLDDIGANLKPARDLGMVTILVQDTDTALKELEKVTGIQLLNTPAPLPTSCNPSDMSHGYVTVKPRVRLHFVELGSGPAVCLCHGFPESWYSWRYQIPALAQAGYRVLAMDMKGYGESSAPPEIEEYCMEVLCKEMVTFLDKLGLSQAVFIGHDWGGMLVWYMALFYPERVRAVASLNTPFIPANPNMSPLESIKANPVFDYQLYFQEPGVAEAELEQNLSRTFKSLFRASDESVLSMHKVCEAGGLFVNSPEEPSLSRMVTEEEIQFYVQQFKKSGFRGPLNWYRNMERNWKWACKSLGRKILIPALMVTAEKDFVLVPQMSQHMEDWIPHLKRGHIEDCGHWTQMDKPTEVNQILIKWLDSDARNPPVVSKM
sEH inh = soluble epoxide hydrolase inhibitors, primary screen, biochemical, human sEH | recombinant human sEH enzymatic activity assay | Bifunctional epoxide hydrolase 2 (Homo sapiens), P34913 | 0.34% of 91,000 active | inhibition, % at 2 µM | AID 707, 2007; in the data active means inhibition above about 80%; further: values of inactives mirror those of a sister screen read the other way; many of its hits are not listed in these tables
H69AR inhibit = proliferation blockers of H69AR lung cancer cells, primary screen, cell-based, human, 86K library; H69AR lung tumor viability, ATP luminescence, 72 h; active compounds read low; viability, % at 10 µM; 6% of 85,000 active;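 active means viability at or below 40%; inactive means viability above 40%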;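 further: multidrug resistant small cell line overexpressing MRP-1 efflux transporter; 100% = mean luminescence of untreated control wells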
LYP act = LYP phosphatase activators, primary screen, biochemical, DiFMUP fluorescence, 2 µM | 0.11% of 96,000 active | Tyrosine-protein phosphatase non-receptor type 22 (Homo sapiens), Q9Y2R2 | recombinant LYP; 0 = plate median, 100 = signal doubled | activation, % at 2 µM;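 active means activation at 2 µM above a set limit, the mean plus 5 SD, cut at about 37% in these data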
HUVEC prolif 384 = inhibitors of HUVEC proliferation, primary screen, cell-based, 384-well. CellTiter-Glo luminescence, 72 h; active compounds read low. 1.1% of 86,000 active. viability, % at 10 µM (by protocol);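 active means viability at or below 30%; inactive means viability above 30%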;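 further: 100% = median luminescence of DMSO-only cell control wells on each plate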
Numbers without * were called inactive; . = no result given.

SMILES	Fibroblast inh	S1P2 agonist	S1P2 antag	PostGolgi ctrl	sEH act	sEH inh	H69AR inhibit	LYP act	HUVEC prolif 384
O=c1cc(N2CCc3ccccc3C2)[nH]c(=O)n1-c1ccc(Cl)cc1	83	2	15	2	-2	5	87	6	88
O=C1CC(N2CCN(c3ccc(S(=O)(=O)N4CCOCC4)cc3)CC2)C(=O)N1Cc1ccccc1 (configuration not stated)	100	-9	-2	2	1	-1	82	8	99
COc1cccc(/C=N/n2c(N)c(S(=O)(=O)c3cccs3)c3nc4ccccc4nc32)c1OC	.	-2	8	-2	-7	8	.	-6	.
COc1cc(CC(=O)OC2CCOC2=O)cc(OC)c1OC (configuration not stated)	99	0	6	18	-6	8	93	4	98
COc1ccccc1NC(=O)c1cccc(NC(=O)c2ccco2)c1	111	-4	-3	0	-10	13	76	4	96
CCOC(=O)C1=C2SCC(=O)N2C(N)=C(C#N)C1	108	-7	13	10	14	-16	103	17	104
CCc1ccccc1N1CSC2=C(C#N)C(c3cc(OC)c(OC)cc3OC)CC(=O)N2C1 (configuration not stated)	105	-10	-9	-9	19	-17	62	1	91
CC1CCc2nc(NC(=O)c3ccco3)sc2C1 (configuration not stated)	90	.	.	-4	.	.	81	.	79
Cc1cc(C)cc(-n2ccnc2SCC(=O)Nc2nccs2)c1	66	-5	-15	16	11	-10	64	2	93
COc1ccc(NC(=O)c2cc3sccc3n2Cc2ccc(F)cc2)cc1OC	98	-4	5	33*	-5	3	82	7	102
CCOc1ccc(C(=O)N2CCCC2)cc1OC	108	3	-19	15	3	-3	94	25	97
CCOC(=O)c1[nH]c(C)c(C(=O)Nc2ccc(C)cc2C)c1C	64	-3	11	3	-13	13	38*	-4	67
CCOC(=O)Cc1csc(NS(=O)(=O)c2ccc3c4c(cccc24)C(=O)N3CC)n1	106	.	.	16	.	.	105	.	70
Nc1nnnn1/N=C/C(Br)=C/c1ccccc1	.	-8	47*	19	0	-4	0.9*	-8	89
CCOc1cc(C2CC(=O)N3CN(C4CCCCC4)CSC3=C2C#N)ccc1O (configuration not stated)	92	-5	19	-6	-1	1	91	-10	93
COc1ccc(CNC(=O)CCCNS(=O)(=O)c2cccc3nonc23)cc1	98	.	.	18	.	.	96	.	100
Cc1ccc(-c2cc(C(=O)NCCN3CCOCC3)no2)cc1	108	0	-15	30*	16	-15	90	0	90
Cc1cc(C(F)F)n2ncc(C(=O)NCCc3ccccc3Cl)c2n1	110	-5	1	8	-1	4	96	-1	105
CCS(=O)(=O)N1CCC(c2nc(-c3ccc(C)cc3)no2)CC1	93	-2	3	-1	5	-4	101	13	100
Cc1noc(C)c1C(=O)OCC(=O)NC1CC1	.	-3	-26	22	16	-15	.	12	.
Cc1ccc(N2CC(C(=O)NCCc3ccc(S(N)(=O)=O)cc3)CC2=O)cc1 (configuration not stated)	102	-10	-6	20	-1	-1	94	7	109
O=C1[C@@H]2C(Cc3ccc(O)cc3)NC3(C(=O)Nc4ccc(F)cc43)[C@@H]2C(=O)N1c1ccccc1 (some centres not stated)	95	-6	16	-5	-5	6	114	-8	92
COc1ccc(CN(C(=O)c2ccco2)c2ccccc2)cc1	99	-4	2	.	-6	10	96	-8	105
COc1ccc(S(=O)(=O)N2CCC(C(=O)Nc3ccc(OC)c(OC)c3)CC2)cc1C	105	-8	7	.	7	-10	89	-8	82

Structures listed above printed as active in S1P2 antag.
smiles | S1P2 agonist | S1P2 antag | sEH act | sEH inh | LYP act
Nc1nnnn1/N=C/C(Br)=C/c1ccccc1 | -8 | 47* | 0 | -4 | -8

4 of the compounds above, bar-delimited.
molecule | Fibroblast inh | S1P2 agonist | S1P2 antag | PostGolgi ctrl | sEH act | sEH inh | H69AR inhibit | LYP act | HUVEC prolif 384
Cc1noc(C)c1C(=O)OCC(=O)NC1CC1 | . | -3 | -26 | 22 | 16 | -15 | . | 12 | .
Cc1ccc(N2CC(C(=O)NCCc3ccc(S(N)(=O)=O)cc3)CC2=O)cc1 (configuration not stated) | 102 | -10 | -6 | 20 | -1 | -1 | 94 | 7 | 109
O=C1[C@@H]2C(Cc3ccc(O)cc3)NC3(C(=O)Nc4ccc(F)cc43)[C@@H]2C(=O)N1c1ccccc1 (some centres not stated) | 95 | -6 | 16 | -5 | -5 | 6 | 114 | -8 | 92
COc1ccc(CN(C(=O)c2ccco2)c2ccccc2)cc1 | 99 | -4 | 2 | . | -6 | 10 | 96 | -8 | 105

Molecules above with fluorine, in the order listed:
SMILES	Fibroblast inh	S1P2 agonist	S1P2 antag	PostGolgi ctrl	sEH act	sEH inh	H69AR inhibit	LYP act	HUVEC prolif 384
COc1ccc(NC(=O)c2cc3sccc3n2Cc2ccc(F)cc2)cc1OC	98	-4	5	33*	-5	3	82	7	102
Cc1cc(C(F)F)n2ncc(C(=O)NCCc3ccccc3Cl)c2n1	110	-5	1	8	-1	4	96	-1	105
O=C1[C@@H]2C(Cc3ccc(O)cc3)NC3(C(=O)Nc4ccc(F)cc43)[C@@H]2C(=O)N1c1ccccc1 (some centres not stated)	95	-6	16	-5	-5	6	114	-8	92

(list continues)
SMILES	Fibroblast inh	S1P2 agonist	S1P2 antag	PostGolgi ctrl	sEH act	sEH inh	H69AR inhibit	LYP act	HUVEC prolif 384
Cc1nnc(SCc2ccccc2)n1N	111	.	.	6	.	.	101	.	109
CCOC(=O)c1[nH]c2ccc(OC)cc2c1NC(=O)NC(C)C	104	-8	8	-2	2	2	89	-13	98
O=C(Cc1ccccc1[N+](=O)[O-])NCc1ccccc1Cl	.	-5	-15	23	0	-1	.	12	.
Cc1nn(C(=O)c2ccco2)c(C)c1Sc1ccc(Br)cc1	.	-5	6	4	-2	4	.	0	.
O=C1CSCC(=O)N1c1ccccc1	95	-2	-25	5	0	2	103	-6	89
CCCC(=O)Nc1ccc(N2CCN(C(=O)c3ccccc3C)CC2)cc1	93	-6	6	0	-8	12	86	2	103
O=C(CN1C(=O)COc2ccccc21)Nc1ccc2c(c1)OCCO2	108	.	.	2	.	.	82	.	104
NC(=O)C[C@@H]1N[C@]2(C(=O)Nc3ccccc32)[C@@H]2C(=O)N(C3CCCCC3)C(=O)[C@H]12	93	-10	5	-1	0	2	93	-6	100
O=C(CSc1nn(-c2ccccc2)c(=S)s1)Nn1cnnc1	101	.	.	35*	.	.	96	.	93
N#CC1=C2SCC(O)(c3ccccc3)N2C(=O)CC1c1ccccc1 (configuration not stated)	47*	-1	-5	1	.	.	24*	-6	40
COc1ccc(N2C(=O)CSC23CCC(C(C)(C)C)CC3)cc1 (configuration not stated)	97	0	18	9	-6	8	104	-6	103
O=C1Nc2cc(C(=O)N3CCN(Cc4ccccc4)CC3)ccc2SC1N1CCOCC1 (configuration not stated)	92	-6	16	10	5	-8	95	-2	101

Gathered by group, those above containing an NH in an aromatic ring
SMILES	Fibroblast inh	S1P2 agonist	S1P2 antag	PostGolgi ctrl	sEH act	sEH inh	H69AR inhibit	LYP act	HUVEC prolif 384
O=c1cc(N2CCc3ccccc3C2)[nH]c(=O)n1-c1ccc(Cl)cc1	83	2	15	2	-2	5	87	6	88
CCOC(=O)c1[nH]c(C)c(C(=O)Nc2ccc(C)cc2C)c1C	64	-3	11	3	-13	13	38*	-4	67
CCOC(=O)c1[nH]c2ccc(OC)cc2c1NC(=O)NC(C)C	104	-8	8	-2	2	2	89	-13	98

More entries:
SMILES	Fibroblast inh	S1P2 agonist	S1P2 antag	PostGolgi ctrl	sEH act	sEH inh	H69AR inhibit	LYP act	HUVEC prolif 384
CC1(C)COC(c2cc([N+](=O)[O-])ccc2Cl)=N1	.	-5	9	0	18	-16	.	3	.
CCC(C(=O)Nc1ncn[nH]1)(C(F)(F)F)C(F)(F)F	.	-4	-2	-3	.	.	.	23	.
CCOc1ccc(-n2nnnc2SCC(=O)c2ccccc2)cc1	99	1	7	12	-1	1	69	1	43
COc1ccc(-c2cc(O)cc(O)c2)cc1	94	-4	-13	22	8	-4	94	-8	84
CC1(C)SC(=S)N(Cc2ccc3c(c2)OCO3)C1N(O)C(=O)NC1CCCCC1 (configuration not stated)	85	-18	-9	4	-12	15	90	-2	95
COc1ccc(OCCCn2c(=O)oc3ccccc32)cc1	109	-4	-8	.	8	-5	67	-6	102
Cc1ccc(CCN2CC(C(=O)NCc3ccco3)CC2=O)cc1 (configuration not stated)	100	-7	18	-5	-5	5	94	12	96
COc1ccc(Cc2nnc(SCC(=O)NCC3CCCO3)o2)cc1 (configuration not stated)	104	-7	5	-11	16	-17	85	6	101
COc1ccccc1OCC(=O)Nc1cccc(C(=O)N2CCOCC2)c1	93	-4	1	1	4	0	100	4	84
Cc1oc(-c2cccs2)nc1CS(=O)CC(=O)NCCCOC(C)C (configuration not stated)	99	-3	-9	-8	-5	4	82	-8	92
COc1ccc(NC(=S)NC(NC(=O)c2cccc(Cl)c2)C(Cl)(Cl)Cl)c([N+](=O)[O-])c1 (configuration not stated)	94	-3	13	.	4	-1	2.9*	-5	12*
O=C(c1ccccc1)C(Cn1cncn1)C(Sc1ccccc1)c1ccccc1 (configuration not stated)	.	-2	-7	26	4	-2	.	2	.
CCOc1ccc2[nH]c(=O)c(CN(CCO)C(=O)CC)cc2c1	111	-4	2	3	-6	6	92	-5	90
CCCCCCn1c(COc2ccccc2F)nnc1SCC(=O)N1c2ccccc2NC(=O)C1(C)C	84	-8	15	1	-4	2	0.8*	-4	67
O=C(NCc1cccc(C(F)(F)F)c1)C1CCCN(c2ncccn2)C1 (configuration not stated)	102	-9	12	9	-65	65	103	-3	98
C=CCn1c(CCCOc2ccc(Cl)cc2Cl)nnc1SCC(=O)Nc1nccs1	97	-3	-2	1	-9	5	72	-14	71
Cc1ccc(C)c(N2CCN(S(=O)(=O)c3ccc4c(c3)CCC(=O)N4)CC2)c1	106	-6	6	21	3	-2	94	2	100
CC(C)(C)C(=O)COC(=O)c1cccc(NC(=O)c2ccco2)c1	.	-5	9	0	2	-2	.	-6	.
Cc1cc(C)n2nc(SCC(=O)N(C)C)nc2n1	94	-1	-9	3	12	-13	105	-1	87
C=CCn1c(-c2ccoc2)n[nH]c1=S	100	-3	12	1	.	.	80	3	97
COc1ccc(NC(=O)c2ccc3c(c2)OCO3)cc1Cl	103	-5	-3	1	-17	16	85	-6	97
Cc1ccc(N=Cc2cccc(O)c2O)c(C)c1	.	-5	19	10	2	1	.	-14	.
CCOC(=O)c1c(C)[nH]c(N=Nc2ccc(C)cc2C)c1C	102	-7	17	-3	9	-11	94	-6	89
CCc1ccccc1NC(=O)CCc1nc(-c2ccc(C)cc2)no1	99	-4	13	7	-13	13	91	-3	103
COc1ccc(Br)cc1/C=N/NC(=O)c1ccc(COc2ccc3c(c2)CCC3)o1	.	-4	5	7	-80	79	.	-5	.
CC(=O)c1ccc(NC(=O)N[C@@H](Cc2ccccc2)C(=O)O)cc1	94	-5	22	1	16	-17	83	0	100

These rows are one share of the data; the hit share may differ from the screen's.
